# TAAR1 ag: agonists of human TAAR1; CHO RD-HGA16 TAAR1, Fluo-8 calcium fluorescence; vehicle wells 0%, saturating PEA agonist 100%; actives 0.99% (n = 360,000); activation, % at 3 µM; Q96RJ0; AID 624467;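 active = activation above the mean activation of all test compounds in the run plus 3 SD, cut at about 38% in these data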
#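 Test system: RD-HGA16 (CHO) cells co-expressing Gα16 and hTAAR1; dosing: one-point dosing at 3 µM (nominal); timing: 17-24 h seeding, 75 min 37 °C dye, 30 min RT; signal: kinetic Fluo-8 calcium fluorescence; read-out basis: % activation relative to PEA EC100 response; controls: DMSO and PEA EC100; replicates: n 1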
# TAAR1 antagonist: human TAAR1 antagonism | CHO RD-HGA16 TAAR1, Fluo-8 calcium fluorescence, antagonist | inhibition, % at 3 µM | actives 1.5% (n = 360,000) | AID 624466;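 active = inhibition above a per-plate cutoff, the mean inhibition of test compounds on that plate plus 3 SD, cut at about 49% in these data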;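 note: 0% = DMSO plus EC80 beta-PEA response and 100% = DMSO alone without agonist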
#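 Test system: RD-HGA16 CHO cells with stable hTAAR1 and Gα16 / Probe or stimulus: EC80 β-phenethylamine stimulus / Times: seeding 17-24 h prior, 75-min 37 °C, 30-min RT dye loading / Detection: Fluo-8 calcium-sensitive fluorescence / Read-out basis: % inhibition scaled between DMSO and EC80 PEA controls / Repeats: singlicate, one well per test compound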
# V1aR counter: V1a receptor agonism, counter-screen for OXTR agonists. P37288. CHO-V1R cells, Fluo-8 calcium fluorescence, agonist mode; 0% DMSO, 100% 3 nM vasopressin. activation, % at 3 µM. actives 0.25% (n = 320,000). AID 2797;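 active = activation above the mean activation of all tested compounds plus 3 SD, per screening run, cut at about 20% in these data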;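 note: signal is peak over basal fluorescence ratio across a 100 second FLIPR read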
# Target sequence (P37288 whole entry, looked up): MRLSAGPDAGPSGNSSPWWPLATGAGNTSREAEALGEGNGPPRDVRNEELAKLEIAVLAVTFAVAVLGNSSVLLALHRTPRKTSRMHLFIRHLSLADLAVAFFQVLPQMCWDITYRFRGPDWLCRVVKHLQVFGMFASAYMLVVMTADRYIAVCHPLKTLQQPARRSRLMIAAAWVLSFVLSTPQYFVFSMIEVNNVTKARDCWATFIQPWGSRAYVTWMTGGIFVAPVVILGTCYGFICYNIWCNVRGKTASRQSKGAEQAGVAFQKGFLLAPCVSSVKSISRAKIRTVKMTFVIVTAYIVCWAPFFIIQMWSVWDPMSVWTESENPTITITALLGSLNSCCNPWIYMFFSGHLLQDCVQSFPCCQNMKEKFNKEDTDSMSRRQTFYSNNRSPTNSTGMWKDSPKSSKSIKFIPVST
# CHO-K1 Ca ag: M1 agonist counterscreen hit in parental CHO-K1 cells | AID 602248 | actives 0.48% (n = 360,000) | activation, % at 3 µM | Fluo-8 calcium fluorescence; scaled to maximal ATP response, vehicle zero; in the data active = activation above about 15%;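 note: untransfected CHO-K1 host cells lacking M1 receptor as counterscreen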
# CHO-K1 Ca antag: nonselective inhibitor or artifact in parental CHO-K1 cells; actives 0.6% (n = 360,000); AID 602250; ATP-induced calcium, Fluo-8 fluorescence; inhibition, % at 3 µM;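 active = inhibition above a per-plate cutoff, the plate's mean sample inhibition plus 3 SD, cut at about 24% in these data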;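 note: 0% = DMSO plus EC80 ATP and 100% = DMSO alone without ATP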
# CHRM1 agonist: human M1 muscarinic receptor agonism. P11229. CHO-K1 hM1, Fluo-8 calcium fluorescence, agonist mode; 0% DMSO, 100% acetylcholine EC100. activation, % at 3 µM. actives 0.33% (n = 360,000). AID 588814;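 active = activation above the run's mean compound activation plus 3 SD, cut at about 16% in these data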;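 note: peak over basal fluorescence ratio within a 140 s kinetic read after compound addition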
# M1 PAM parental: nonselective activator or artifact in parental CHO-K1 calcium assay; ATP EC20, Fluo-8 calcium fluorescence; 0% at ATP EC20, 100% at ATP max; activation, % at 3 µM; actives 0.02% (n = 360,000);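 active = activation above the run cutoff, the mean activation of all test compounds plus 3 SD, cut at about 40% in these data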;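 note: peak over basal fluorescence ratio in a 140 s read after ATP addition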
# OXTR potentiator: potentiates the human oxytocin receptor response; activation, % at 3 µM; AID 2445; actives 0.061% (n = 320,000); CHO-OTR cells, Fluo-8 calcium fluorescence, potentiator mode; 0% = oxytocin EC15, 100% = EC100;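 active = activation above that plate's cutoff, the mean activation of tested compounds plus 3 SD, cut at about 6.6% in these data, passing the limit was not always enough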;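 note: 100% uses oxytocin at 75 nM as the full agonist control; some results filed as inactive read as strong as hits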
# Target sequence (P30559 whole entry, looked up): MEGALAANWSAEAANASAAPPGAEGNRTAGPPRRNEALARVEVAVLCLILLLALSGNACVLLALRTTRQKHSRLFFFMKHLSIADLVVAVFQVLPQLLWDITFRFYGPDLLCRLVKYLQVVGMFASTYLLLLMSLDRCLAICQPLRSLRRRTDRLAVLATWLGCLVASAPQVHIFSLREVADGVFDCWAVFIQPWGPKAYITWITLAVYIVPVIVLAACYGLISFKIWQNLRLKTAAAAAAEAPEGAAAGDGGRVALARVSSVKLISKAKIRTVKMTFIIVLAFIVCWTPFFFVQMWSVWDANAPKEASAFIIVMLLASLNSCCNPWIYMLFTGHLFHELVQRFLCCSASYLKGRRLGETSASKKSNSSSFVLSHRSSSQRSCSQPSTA
#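 Assay system: CHO cell line stably expressing human OTR. Reagent: EC15 oxytocin agonist. Dosing: single dose, 3.0 µM nominal final compound concentration. Timing: compound 6 min at room temperature before oxytocin, 100 s read. Signal: kinetic Fluo-8 calcium fluorescence. Controls: oxytocin EC15 low and EC100 high.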
# CHO parental Ca: counter-screen for OX1R antagonists: effect in parental CHO cells; actives 0.63% (n = 330,000); inhibition, % at 5.6 µM; AID 463079; parental CHO-K1, ATP-induced calcium, Fluo-8 fluorescence;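 active = inhibition above that plate's mean sample inhibition plus 3 SD, cut at about 26% in these data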;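 note: 0% = ATP-challenged DMSO wells and 100% = DMSO wells without ATP; some compounds past the cut are filed as inactive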
#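 Test system: untransfected parental CHO cell line. Compound: one dose, 5.6 µM nominal. Detection: intracellular calcium via Fluo-8 no-wash fluorescent dye. Measure: % inhibition. Benchmarks: ATP-challenged DMSO wells low, unchallenged DMSO wells high.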
# Starred values were filed as active, the others as inactive; . = not tested or not shown.
SMILES,TAAR1 ag,TAAR1 antagonist,V1aR counter,CHO-K1 Ca ag,CHO-K1 Ca antag,CHRM1 agonist,M1 PAM parental,OXTR potentiator,CHO parental Ca
O=C(CCCc1ccccc1)NCCS(=O)(=O)N1CCN(c2ccccc2F)CC1,5,-8,1.9,2.6,-9,-4,6,-4,-16
COc1ccc(OCCCC(=O)Nc2cccc(S(=O)(=O)N3CCCCCC3)c2)cc1,6,15,3.5,2.3,-11,-2,-4,-10,-10
CCOC(=O)C1=C(N)N(c2ccccc2)C(=O)C1,2,-5,0.5,0.4,-12,0,11,-7,-5
CCn1c(COc2ccccc2OC)nc2ccccc21,-1,9,-1.2,2.0,-12,-4,15,-5,-17
CC(C)OCCCNc1nc2c(c(=O)n(Cc3ccccc3F)c(=O)n2C)n1C,7,3,0.4,0.1,2,-6,13,1,6
COc1ccccc1NC(NC(=O)c1ccco1)C(=O)c1ccccc1 (configuration not stated),-2,-22,-2.1,0.4,-19,-5,18,1,-12
CCCS(=O)(=O)N1CCCC(C(=O)NC2CCCC(C)C2C)C1 (configuration not stated),2,-4,0.7,-0.1,-12,-4,17,4,-3
COc1ccc(NC(=O)CSCC(=O)NCc2ccco2)cc1,3,5,0.5,0.7,-1,-2,5,-5,-7
Cc1ccc(S(=O)(=O)N2CCCC2C(=O)OCc2ccccc2)cc1 (configuration not stated),2,4,2.6,2.1,-4,-6,14,-9,-21
Cc1ccc(CN2CCN(Cc3cn[nH]c3C3CCCCC3)CC2CCO)cc1 (configuration not stated),2,-20,0.8,0.7,-1,-4,-16,-15,-17
COc1ccc(S(=O)(=O)N2CCCCCC2)cc1C(=O)N(CC(C)C)C1CCS(=O)(=O)C1 (configuration not stated),4,-8,0.3,1.0,-13,-1,15,-4,-20
Cc1cc(C)c(/C=N/NC(N)=O)c(C)c1/C=N/NC(N)=O,-1,13,0.7,0.6,-14,6,19,0,2
CS(=O)(=O)N1CC(C(=O)O)Oc2ccc(CC(=O)O)cc21 (configuration not stated),8,-2,0.8,-0.4,15,-4,10,-6,-3
Cn1c(=O)n(C)c2cc(S(=O)(=O)N3CCOCC3)ccc21,7,-3,0.1,0.6,-13,-2,24,-3,5
COCCNc1ncnc2c1ncn2[C@H]1CN(Cc2ccc(Cl)cc2)C[C@@H](CO)O1,3,-10,.,1.2,-3,1,1,.,.
CSc1nc2[nH]ncc2c(=O)n1-c1ccccc1,5,-5,0.6,-0.1,6,-4,-9,-6,-7
CC(=O)c1c(NCCc2ccccc2)cc(C)oc1=O,2,11,-0.8,0.8,1,-2,2,-8,-10
N#Cc1cnn(-c2ccccc2)c1NC(=O)CN1CCOCC1,2,-3,0.3,0.4,-14,-4,27,-3,2
CC(=O)OCC(=O)Nc1ccccc1C,1,-16,-0.2,0.9,-10,-2,14,-3,-5
CSc1ccc(CN2C(=O)C(C)Sc3ccc(C(C)=O)cc32)cc1 (configuration not stated),1,17,.,0.3,-2,-5,4,.,.
O=C(O)c1cc(S(=O)(=O)N2CCN(S(=O)(=O)c3ccc4ccccc4c3)CC2)ccc1Br,-1,-5,0.4,-0.5,-15,-3,8,-2,1
CCn1ccnc1CN1CCC(CO)(CCOc2ccccc2)CC1,1,9,0.5,0.1,6,-13,-4,-1,-10
Cc1ccc(C(c2nnnn2CS(=O)(=O)c2ccc(C)cc2)N2CCCC2)cc1 (configuration not stated),7,4,-0.9,0.5,-11,-5,17,3,-22
COc1ccc(CCNc2nc(C)cc(C)n2)cc1OC,1,-2,0.1,-0.6,-4,-3,-11,-21,-3
CCOC(=O)c1c(-c2ccccc2)oc2cc(CN(C)C)c(O)c(CN(C)C)c12,13,9,0.1,2.3,-6,-6,4,-5,-2
Cc1ccc(C(=O)NC(C)CCc2ccccc2)cc1[N+](=O)[O-] (configuration not stated),6,-8,-1.0,0.7,-14,-6,24,-4,-6
CCOC(=O)c1c(NC(C)=O)sc(C(=O)NC2CCCC2)c1C,-1,-3,0.7,0.2,-1,1,-17,-5,-9
COC(CNC(=O)CC1C(=O)N(Cc2ccccc2)C(C)c2nc3ccccc3n21)OC (configuration not stated),4,8,-0.3,0.3,-8,-4,19,-4,-12
CC(C)n1cc(C(=O)c2cc(Br)ccc2O)cc(C#N)c1=O,8,9,1.4,2.6,0,-2,10,-13,-13
CC(=O)c1ncnn1CC(=O)c1ccc(Cl)cc1Cl,9,5,-0.1,-0.3,-1,1,21,10,1

# A different layout for part of the listing above.
SMILES | TAAR1 ag | TAAR1 antagonist | V1aR counter | CHO-K1 Ca ag | CHO-K1 Ca antag | CHRM1 agonist | M1 PAM parental | OXTR potentiator | CHO parental Ca
CSc1ccc(CN2C(=O)C(C)Sc3ccc(C(C)=O)cc32)cc1 (configuration not stated) | 1 | 17 | . | 0.3 | -2 | -5 | 4 | . | .
CC(=O)c1ncnn1CC(=O)c1ccc(Cl)cc1Cl | 9 | 5 | -0.1 | -0.3 | -1 | 1 | 21 | 10 | 1
COc1ccc(CCNc2nc(C)cc(C)n2)cc1OC | 1 | -2 | 0.1 | -0.6 | -4 | -3 | -11 | -21 | -3
COC(CNC(=O)CC1C(=O)N(Cc2ccccc2)C(C)c2nc3ccccc3n21)OC (configuration not stated) | 4 | 8 | -0.3 | 0.3 | -8 | -4 | 19 | -4 | -12
CC(=O)OCC(=O)Nc1ccccc1C | 1 | -16 | -0.2 | 0.9 | -10 | -2 | 14 | -3 | -5

# Carrying on:
SMILES,TAAR1 ag,TAAR1 antagonist,V1aR counter,CHO-K1 Ca ag,CHO-K1 Ca antag,CHRM1 agonist,M1 PAM parental,OXTR potentiator,CHO parental Ca
O=[N+]([O-])c1ccc(NCCCO)c(C(F)(F)F)c1,3,12,0.4,0.3,-9,-7,10,-4,2
COc1cc(CNC(=O)c2ccc3oc(C(C)C)nc3c2)cc(OC)c1,0,2,5.3,2.7,-14,-1,-5,-7,-11
Nc1nc(SCc2nc3scc(-c4ccccc4)c3c(=O)[nH]2)n[nH]1,2,-7,0.3,2.3,-15,-4,12,9,-7
Cc1ccc(C(=O)Sc2cccccc2=O)cc1,12,45,6.1,3.6,35*,2,-5,-15,54*
CCN(CC)C(=O)Cn1cc(C(=O)C(=O)NCCc2c[nH]c3ccccc23)c2ccccc21,4,9,-0.1,2.4,0,0,13,-22,-6
O=C(CCN1C(=O)/C(=C/c2ccc(Cl)cc2)SC1=S)Nc1cccc(C(=O)O)c1,4,-14,0.2,2.0,-9,-1,-3,0,4
Cc1ccccc1-c1nc(CN2CCCC(C(=O)NCc3cccnc3)C2)c(C)o1 (configuration not stated),1,13,0.5,0.0,-5,-6,20,1,-30
COc1ccc(C=C2OC(=O)C(C(C)=O)=C2O)cc1,2,-7,.,-0.3,19,0,-2,.,.
CC(=O)Nc1ccc(S(=O)(=O)NCCc2ccccn2)cc1,4,-15,0.6,0.4,-2,-4,1,-6,-21
S=C(Nc1ccc(Cl)cc1)N1CCOCC1,12,6,0.7,0.5,-8,1,3,-8,1
Cc1cc(C)cc(OCC(=O)Nc2nc(-c3cccnc3)cs2)c1,1,-4,-0.7,-0.1,7,-1,-21,-5,-9
Cc1nn(C)cc1C(=O)NNC(=S)Nc1ccccc1,7,1,-0.1,0.0,-11,1,-5,4,-7
CC(=O)Cc1nsc(NC(=O)c2ccc(-c3ccc(Cl)cc3Cl)o2)n1,11,-10,-0.7,0.2,-3,-6,18,-8,3
Cc1c(O)ccc(-c2n[nH]c(C(=O)O)c2-c2nc3ccccc3s2)c1O,1,-5,0.4,0.1,3,-2,-2,-5,-4
CCN(CC)S(=O)(=O)c1cccc(NC(=S)NC(=O)/C=C/c2ccc(S(=O)(=O)N3CCOCC3)cc2)c1,3,13,0.3,1.5,27*,-5,-14,-3,-7
Cn1c(SCC(=O)NC2CCCCC2)nnc1-c1ccccc1O,1,2,0.8,4.6,8,-3,-10,-4,-3
COC(C(=O)Nc1ccnn1C1CCN(Cc2cnn(C(C)C)c2)CC1)c1ccccc1 (configuration not stated),1,-19,1.3,0.0,3,-4,-15,-3,-11
O=C(CCN=C1NS(=O)(=O)c2ccccc21)NCc1ccccc1F,2,1,1.0,0.6,-14,-3,8,-1,-7
CC(CNCc1ccc2c(c1)OCO2)NCc1ccc2c(c1)OCO2 (configuration not stated),0,-25,2.9,1.8,-24,-9,43*,-9,-13
O=C(NC1CCCCC1)/C(=N\O)c1ccccn1,9,-13,0.1,0.1,-20,3,0,-7,-5
CCC(C)(C)n1nnnc1C(c1ccc(C)cc1)N1CCN(Cc2ccc3c(c2)OCO3)CC1 (configuration not stated),0,-19,-0.6,0.4,-6,-4,15,-11,-13
O=S(=O)(c1cccc2nsnc12)N1CCCC1,7,-1,0.4,0.1,-8,-5,9,-1,0
CCCCNC(=O)N(C)c1nc2ccccc2s1,0,-21,-1.4,-0.6,0,-4,8,4,-2
Cc1ccc(-c2nn(-c3ccccc3)cc2/C=N/n2c(-c3ccncc3)n[nH]c2=S)cc1,15,-87,0.1,0.2,-1,-1,-1,7,-60
Cc1cccc(NC(=S)NC2CCCC2)c1C,-2,-7,-0.6,0.0,-2,-7,-19,-5,8
CCOC(=O)/C(C(N)=NCCCO)=C(/O)c1ccccc1,4,-32,0.4,0.3,4,12,-13,1,-14
O=C(Cc1c[nH]c2ccccc12)N1CCN(S(=O)(=O)c2ccc(Cl)cc2)CC1,1,11,.,3.1,-3,-6,16,.,.
C=CCOC(=O)C1=C(C)NC(C)=C(C(=O)OCC=C)C1c1ccc(C)o1,4,-36,-2.6,-0.6,10,-5,-21,-3,-20
O=C(c1cccc(S(=O)(=O)NCc2ccccc2)c1)N1CCCC(C(F)(F)F)C1 (configuration not stated),3,6,5.9,3.8,-5,2,-2,-5,-9
Cc1nnc(SCc2ccc(CSc3nnc(C)c(=O)[nH]3)cc2)[nH]c1=O,9,-4,0.7,0.1,-5,-4,21,-4,-18
Cn1c(CNC(=O)c2ccccc2F)nnc1SCC(=O)NCc1ccccc1,7,8,-1.0,0.6,-8,-3,10,-8,-15
NC(=S)n1[nH]c(-c2ccc([N+](=O)[O-])cc2)c(N=Nc2cccc([N+](=O)[O-])c2)c1=O,6,26,.,0.8,6,-2,-9,.,.
Cc1ccc2c(c1)C(=O)N1[C@H]3c4cc(Cl)ccc4OC[C@@H]3[C@H](c3ccccc3)[C@]1(C)C(=O)N2,0,4,1.2,0.2,-8,-2,-4,-5,-12
